# Screens from PubChem BioAssay.
# Lamin A splicing = qHTS Assay for Modulators of Lamin A Splicing; hit rate 0.01% among 200,000; HeLa LMNA splicing GFP/RFP minigene ratio, 48 h; Potency, µM (series often up to 46.1 µM), inactives show at the top dose ratio change, negative = inhibition, usual class: inhibitors; active means well fitted inhibition curve with a large enough effect in the signal ratio, with a control signal flat, not every such curve was filed as active; inconclusive means small, poorly fitted or top-dose-only effect, or effect the other way, or a change in a side signal; the % refers to the signal ratio; further: potency means the concentration at half of the fitted maximal effect; on the % scale 0 is the no-effect control and ±100 the full control effect
#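 S3 HeLa stable clones carrying a lamin A-EGFP splicing minigene plus DsRed2 were seeded at 600 cells/well in Opti-MEM with 2% FBS, pin-dosed and incubated 48 h at 37°C. Acumen cytometry (488 nm) gave the GFP/RFP total-intensity ratio.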
# HTT cytoprotect = qHTS Multiplex Assay to Identify Dual Action Probes in a Cell Model of Huntington: Cytoprotection (ATP) | PC12 HTT-Q103 induced, cytoprotection, ATP luminescence, 40 h | AID 1471, 2008 | Potency, µM (top dose mostly 56.4 µM), inactives show cytoprotection (ATP increase), usual class: activators | hit rate 0.14% among 230,000;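 further: potency means the concentration at half of the fitted maximal effect; % of control where 0% means no effect; nearly all actives have a fitted effect of over 45% in size; toxic huntingtin expression switched on by the ecdysone agonist tebufenozide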
#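 ATP quantification (ATPlite) reports survival of PC12 cells in which tebufenozide, 100 nM final, switches on Htt exon 1 with 103 glutamines linked to GFP; compounds are titrated.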
# HttQ103 aggreg = qHTS Multiplex Assay to Identify Dual Action Probes in a Cell Model of Huntington: Aggregate Formation (GFP) | hit rate 1.1% among 220,000 | Potency, µM (doses to about 46.1 µM), without a hit: top-dose activity change, negative = inhibition, actives largely listed as inhibitors | PC12 HttQ103-GFP aggregates, Acumen cytometry, 40 h; further: potency means the concentration at half of the fitted maximal effect; on the % scale 0 is the no-effect control and ±100 the full control effect; nearly all actives have a fitted effect of over 60% in size
#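 Inducible Q103 Huntingtin exon 1–GFP PC12 line, 1500 cells/well in phenol red free DMEM with 5% equine and 5% calf serum. Tebufenozide 100 nM induced expression; compounds titrated; aggregates quantified by cytometry.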
# Luc counter = Counterscreen for Luciferase (Kinase-Glo TM) Inhibition; Luciferin 4-monooxygenase (Photuris pensylvanica), Q27757; Kinase-Glo luciferase, ATP luminescence, 8 min; Potency, µM (highest dose often 38.3 µM), without a hit: top-dose activity change, negative = inhibition, most hits filed as inhibitors; hit rate 0.28% among 200,000; AID 1379, 2008; further: potency means the concentration at half of the fitted maximal effect; on the % scale 0 is the no-effect control and ±100 the full control effect; nearly all actives have a fitted effect of over 60% in size
#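 Light output from Kinase-Glo luciferase with luciferin and 10 uM ATP in 50 mM imidazole pH 7.2, KCl, MgCl2, Tween 20, BSA; compound pin-delivered, 8-min ambient incubation, then luminescence read.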
# IMPase Li cell = qHTS Assay for Identifying the Cell-Membrane Permeable IMPase Inhibitors: Potentiation with Lithium | CHO-M1 cells, IP1 TR-FRET (IP-One), carbachol + lithium | Potency, µM (series often up to 59.4 µM), for inactives: top-dose activity, negative = IMPase inhibition, most hits filed as inhibitors | hit rate 0.35% among 210,000;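 further: IP1 builds up when IMPase is blocked and the TR-FRET signal falls; potency means the concentration at half of the fitted maximal effect; plate controls were basal vehicle for no effect and high inhibitor control for full effect; nearly all actives have a fitted effect of over 50% in size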
#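 Concentration–response in CHO-M1 cells, lithium-potentiated; 30 min at 37C. IP1 detected by competitive TR-FRET after 10 min lysis at RT. Hill-fitted AC50.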
# CBFb-RUNX1 inh = qHTS Assay for Compounds Blocking the Interaction Between CBF-beta and RUNX1 for the Treatment of Acute Myeloid Leukemia; Potency, µM (titrated, usually from 59.8 µM), inactives show at the highest dose activity, negative = inhibition, actives largely listed as inhibitors; 230,000 tested, under 10 active; AID 1477, 2009; AlphaScreen CBFb-His/RUNX1-biotin binding, biochemical; further: % of control where 0% means no effect
# Target sequence (Q01196 whole entry, looked up): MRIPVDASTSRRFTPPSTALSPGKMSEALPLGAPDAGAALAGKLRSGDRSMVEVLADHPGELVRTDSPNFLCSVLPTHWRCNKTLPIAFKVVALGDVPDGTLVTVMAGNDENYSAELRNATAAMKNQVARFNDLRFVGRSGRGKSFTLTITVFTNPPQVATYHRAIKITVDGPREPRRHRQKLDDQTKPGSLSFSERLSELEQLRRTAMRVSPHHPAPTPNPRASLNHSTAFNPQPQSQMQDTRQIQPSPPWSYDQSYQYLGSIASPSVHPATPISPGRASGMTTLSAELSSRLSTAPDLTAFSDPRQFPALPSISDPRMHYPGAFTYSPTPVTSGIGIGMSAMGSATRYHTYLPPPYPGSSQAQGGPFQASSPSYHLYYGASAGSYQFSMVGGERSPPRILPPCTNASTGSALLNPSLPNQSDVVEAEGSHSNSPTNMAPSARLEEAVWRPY
# Target sequence (Q13951 whole entry, looked up): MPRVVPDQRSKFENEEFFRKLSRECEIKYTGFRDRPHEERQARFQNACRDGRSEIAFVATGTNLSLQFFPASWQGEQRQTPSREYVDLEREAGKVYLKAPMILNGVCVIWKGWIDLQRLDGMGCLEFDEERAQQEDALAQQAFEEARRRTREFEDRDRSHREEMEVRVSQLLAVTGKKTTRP
#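 CBFb-His/RUNX1-biotin, 30 nM each, preincubated 20 min RT; compound 15 min RT; Ni + streptavidin beads 50 ng each, 90 min RT; AlphaScreen read.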
# SMN2 splice up = qHTS Assay for Enhancers of SMN2 Splice Variant Expression; HEK293 SMN2-luciferase splicing reporter, luminescence, 30-36 h; Potency, µM (top dose mostly 46.1 µM), without a hit: at the top dose activity change, positive = activation, hits mostly activators; hit rate 2.8% among 210,000; further: potency means the concentration at half of the fitted maximal effect; % of control where 0% means no effect; nearly all actives have a fitted effect of over 55% in size
#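 HEK293 cells carry an SMN2 […]–luciferase reporter in which exon 7 inclusion puts luciferase in frame. Cells were plated 10-12 h before compound addition, then incubated 30-36 h at 37C. ONE-Glo luminescence was read; sodium butyrate at 4.5 mM final served as control.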
# An asterisk follows results filed as active; u = inconclusive; x = not tested or not shown; [ ] = dose if it differs, or a comment. Unless noted, the call rests on the fitted dose curve; in most records, active means well fitted curve in the direction sought with a large enough effect; inconclusive means small, poorly fitted or top-dose-only effect, or another doubt; inactive means no such curve, though single readings can be large; an effect the other way counts as inactive or inconclusive.
SMILES,Lamin A splicing,HTT cytoprotect,HttQ103 aggreg,Luc counter,IMPase Li cell,CBFb-RUNX1 inh,SMN2 splice up
CN(Cc1ccco1)c1ncncc1-c1cccc(NS(C)(=O)=O)c1,13.5%,-47.4%[inhibitor],x,x,-28.7%,x,x
CS(=O)(=O)N(CC(=O)N1CCCCC1)c1ccc2c(c1)OCO2,-13.6%,-5.4%[10 µM],-2.6%,0.2%,-5.4%[38.3 µM],9.2%,4.6%
O=C(/C=C/c1cccs1)c1cc(Cl)ccc1O,u,-18.7%,20.1%,-1.7%,3.8%,-4.6%,1.3%
CC1C/C(=N/Nc2nc3ccccc3[nH]2)CC(C)(C)C1 (stereo not given),u,x,-5.5%,1.3%,1.8%,u,5.5%
O=C(Nn1c(=O)[nH]c2ccsc2c1=O)c1ccccc1,14.5%,20.4%[10 µM],0.0%,1.7%,1.9%[38.3 µM],6.0%,-5.5%
CS(=O)(=O)c1ccc(-c2cn3cc(C(=O)O)ccc3n2)cc1,-7.5%[46 µM],-105.2%[inhibitor],21.6%,-25.7%,-29.0%,9.5%,-21.0%
Cc1cc(NC(=O)CN2CCCCCCC2)no1,8.0%,12.4%[10 µM],-4.7%,0.9%,-7.0%[38.3 µM],-2.0%,-17.6%
Cc1ccccc1-c1nnc(-c2ccccc2)o1,-0.5%,-9.9%,-9.6%,u,37.1%[activator][38.3 µM],13.1%,12.6µM*
Cn1cc(C(=O)N/N=C/c2ccc(Br)c([N+](=O)[O-])c2)c2ccccc21,x,-12.5%[10 µM],-17.6%[9.22 µM],x,x,5.2%,x
O=C(ONC1=NCCCCC1)c1c(F)cccc1F,u,0.794µM*,-6.0%,0.1%,-1.6%,10.2%,-70.2%[inhibitor]
O=C(N/N=C\c1ccc(F)cc1)c1ccc(Cn2cc(Br)c([N+](=O)[O-])n2)o1,-9.4%,3.3%[10 µM],1.5%,-4.6%,-1.5%,u,-14.3%
CCn1cc(C(=O)N2CCN(Cc3ccc4c(c3)OCO4)CC2)c(=O)c2ccc(C)nc21,7.7%,-4.0%,-8.7%,-2.5%,28.6%[38.3 µM],3.2%,-3.0%
Cn1ccnc1SCC(=O)N1CCN(S(=O)(=O)c2ccccc2)CC1,-4.1%[46 µM],1.6%,1.1%,2.2%,-4.5%,2.5%,6.4%
CCCc1ccc(OCc2ccc(C(=O)N3CCN(c4ccccn4)CC3)o2)c(OC)c1,u,-16.3%[0.074 µM],17.8µM*,-1.3%,46.6%[activator][38.3 µM],-2.8%,u
COc1ccc(N2CS(=O)CC2=O)cc1 (stereo not given),x,-27.1%,-0.5%[9.22 µM],6.1%,0.0%,-1.0%,-2.7%
O=C(CSc1nc2[nH]ncc2c(=O)[nH]1)Nc1ccccc1,17.0%[46 µM],7.3%,7.6%,-0.4%,-9.3%,-3.7%,8.8%
N#Cc1c(-c2ccccc2F)cc(C2CC2)nc1SCC(=O)c1cccs1,-13.3%,-2.4%[10 µM],21.7%,2.1%,17.2%,23.5%,-5.2%
COc1ccccc1OCCn1c(=O)n(C)c2ccccc21,x,1.7%[10 µM],-29.9%,-0.2%,11.3%,-4.0%,6.6%
CC(CCc1ccccc1)NC(=O)CN1CCN(Cc2ccc(Cl)cc2)C1=O (stereo not given),-14.0%,-33.0%,-1.6%,-4.8%,1.5%[38.3 µM],4.8%,-25.4%
Cn1c(=O)c2c(SCCN3CCOCC3)nc(C3CCCC3)nc2n(C)c1=O,u,-16.5%,-9.0%,0.3%,12.4%,-1.6%,11.9%
CCOP(=O)(c1ccccc1)C(O)c1ccc(F)cc1 (stereo not given),-2.8%,-4.3%[0.074 µM],-4.6%,0.3%,-2.4%,2.6%,0.2%
C/C(Nc1ccc(C)cc1)=C(/C#N)C(N)=O,-1.8%,6.9%,-4.3%,-1.1%,14.7%[38.3 µM],-0.8%,-8.6%
O=C(NCC1CCCO1)c1cc2c(s1)CCC2 (stereo not given),10.3%[46 µM],-27.0%[10 µM],-2.7%,-5.8%,16.7%,4.2%,u
CCOC(=O)c1cc(-c2csc(-c3ccc(C(F)(F)F)cc3)n2)on1,x,-14.6%[10 µM],-20.2%[9.22 µM],x,x,6.0%,x
COc1ccc(-n2nc(C)cc2Nc2ccccc2C(=O)O)cc1,x,13.7%[10 µM],10.7%[9.22 µM],x,x,0.4%,x
COc1ccc(N(CC(=O)N2CC=C(c3ccccc3)CC2)S(=O)(=O)c2c(C)noc2C)cc1,9.3%,-13.1%,-14.7%,1.5%,19.5%[38.3 µM],3.9%,-7.9%
CNS(=O)(=O)c1cc(Br)ccc1S(=O)c1ccccc1C(=O)O (stereo not given),x,17.3%[10 µM],-12.6%[9.22 µM],x,x,3.9%,x
Cc1ccc(-c2nnn(C/C(N)=N/O)n2)cc1,x,-79.5%[inhibitor][10 µM],u,-0.9%,1.6%,-5.1%,x
Cn1c(CO)cnc1SCc1ccccc1,1.3%,-4.8%,11.3%,-0.8%,-10.7%[38.3 µM],3.6%,x
CCNC(=O)n1cc(-n2cncn2)c(-c2ccccc2)n1,x,5.2%[10 µM],12.4%,-2.8%,4.4%,-1.2%,11.0%
CNc1nc(-c2ccc3c(c2)CCN3C(=O)c2ccccc2F)cs1,-11.6%[46 µM],-13.4%[10 µM],18.6%[9.22 µM],-15.4%,16.2%,-15.9%,12.6µM*
O=C(NCc1nc2ccccc2[nH]1)C1=C[C@@H](c2csc3ccccc23)C[C@@H](OCCCCO)O1,x,-3.3%[10 µM],-2.6%[9.22 µM],x,x,-9.5%,x
CCOc1ccccc1Oc1coc2cc(O)ccc2c1=O,8.3%,-5.2%,8.7%,-9.5%,-3.2%[38.3 µM],-0.5%,1.9%
Cc1cccc(C(=O)NC2CC3CCCC(C2)N3C(=O)NC2CCCCC2)c1 (stereo not given),-3.9%,-2.9%[10 µM],-7.8%,1.1%,1.6%[38.3 µM],4.9%,-18.4%
COc1ccc2c(c1OC)C(=O)N1N=C(c3ccc(Br)cc3)CC21 (stereo not given),u,13.2%[10 µM],0.4%,-5.8%,13.3%,-3.3%,-30.3%[inhibitor]
OC(CNC1Cc2ccccc2C1)COc1ccc(F)cc1 (stereo not given),x,5.5%[10 µM],-22.2%[9.22 µM],x,x,4.8%,x
CCC1=NC(c2ccc(OC)cc2OC)N(O)C1(C)C (stereo not given),-7.7%,-26.4%,0.7%,1.0%,7.5%[38.3 µM],6.1%,2.7%
O=C(O)CNC(=O)c1ccccc1NC(=O)c1ccco1,10.0%,-20.5%[10 µM],-15.2%,-3.5%,14.2%[38.3 µM],-1.8%,26.2%
O=C(Nc1ccc(Nc2ccccc2)cc1)Nc1ccccc1Cl,x,-23.3%[10 µM],-22.7%[9.22 µM],x,x,u,x
COCCn1c(SCC(=O)c2c(-c3ccccc3)n(C)c3ccccc23)nnc1-c1ccncc1,-9.7%,7.9%[10 µM],15.3%,2.8%,5.9%,1.8%,16.2%
CCOc1cc(C(=O)Nc2ncn[nH]2)cc(OCC)c1OCC,x,13.8%[10 µM],6.5%,0.5%,2.3%,10.7%,-2.8%
CCSc1cc(N2CCCC2)nc(-c2cccc(C)c2)n1,u,x,-7.7%,0.0%,1.8%,-7.7%,-30.2%[inhibitor]
CC1=CC2=NC(=O)/C(=C\c3cccn3CCOc3ccc(C)c(C)c3)C(=N)N2O1,u,-15.9%[10 µM],-22.9%,-2.2%,10.0%,-20.6%,9.8%[1.84 µM]
CCCS(=O)(=O)N1CCC(C(=O)NCCN2CCC(Cc3ccccc3)CC2)CC1,-3.9%,5.1%[10 µM],-4.6%,1.3%,41.1%[38.3 µM],7.2%,6.2%
O=C1C2C3CCCC3=C3CCCC3C2C(=O)N1c1ccc(F)cc1 (stereo not given),12.6%,-1.9%,-1.8%[9.22 µM],-1.1%,16.6%[38.3 µM],0.5%,-15.3%
Cc1cccc(OC(=O)C2C(c3ccccc3)C(C(=O)O)C2c2ccccc2)c1 (stereo not given),0.6%,2.8%,3.4%,10.0%,37.6%[activator][38.3 µM],2.7%,-32.7%[inhibitor]
O=C(c1cccs1)N1CCN(C2CCCCC2)CC1,-2.0%,3.6%[10 µM],-2.3%,1.3%,-23.4%[38.3 µM],7.1%,-2.7%
